# Compound activity: PubChem BioAssay, several laboratories
# SR-BI HDL uptake – inhibitors of mouse SR-BI mediated HDL lipid uptake; Q61009; ldlA[mSR-BI] CHO cells, DiI-HDL uptake fluorescence, 3 h; inhibition, % at 12.5 µM; hit rate 0.96% among 320,000;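 active = mean replicate inhibition of at least 70% and a set share of replicates each scoring 70 or more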;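 note: 0% = median of neutral control wells and 100% = median of positive control wells; values of inactives mirror those of a sister screen read the other way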
# Wnt act – Wnt/beta-catenin pathway activation. activation, % at 9.35 µM. AID 743398. hit rate 1.2% among 300,000. Wnt/beta-catenin reporter cell assay, activator, plate reader; in the data active = activation above about 30%, passing the limit was not always enough;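 note: 0% = neutral control wells and 100% = positive control wells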
# PvdQ acylase – P. aeruginosa PvdQ acylase inhibition. purified PvdQ acylase, fluorescence plate reader. inhibition, % at 10 µM. hit rate 0.063% among 340,000; in the data active = inhibition above about 30%, passing the limit was not always enough;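 note: 0% = vehicle neutral wells and 100% = reference inhibitor wells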
# MITF act – increases MITF-driven TRPM1 promoter luciferase signal | AID 588334 | hit rate 0.75% among 300,000 | activation, % at 12.5 µM | SK-MEL-5 TRPM1-promoter luciferase, 24 h; % of positive control, neutral wells = 0;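 active = mean activation of at least 80% with every replicate also reaching 80%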;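 note: 0% = neutral control wells and 100% = parthenolide positive control wells; values of inactives mirror those of a sister screen read the other way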
# cardiac RTF act – increases calcium sensitivity of human cardiac regulated thin filaments. P19429+P45379. IANBD-labeled TnC RTF fluorescence at EC20 calcium; 0% EC20 calcium, 100% full calcium. activation, % at 7.2 µM. hit rate 0.24% among 340,000;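 active = activation above the mean over all tested compounds plus 3 SD, cut at about 30% in these data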;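 note: rise in fluorescence read as greater calcium sensitivity of cardiac thin filaments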
# Rtt109 HAT inh – C. albicans Rtt109 histone acetyltransferase inhibition; hit rate 0.16% among 330,000; Q5AAJ8; AID 540336; purified Rtt109/Vps75, ThioGlo CoA-SH fluorescence, 4 h; inhibition, % at 34.9 µM;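 active = inhibition of at least 50% in every replicate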
# Target sequence (Q5AAJ8 whole entry, looked up): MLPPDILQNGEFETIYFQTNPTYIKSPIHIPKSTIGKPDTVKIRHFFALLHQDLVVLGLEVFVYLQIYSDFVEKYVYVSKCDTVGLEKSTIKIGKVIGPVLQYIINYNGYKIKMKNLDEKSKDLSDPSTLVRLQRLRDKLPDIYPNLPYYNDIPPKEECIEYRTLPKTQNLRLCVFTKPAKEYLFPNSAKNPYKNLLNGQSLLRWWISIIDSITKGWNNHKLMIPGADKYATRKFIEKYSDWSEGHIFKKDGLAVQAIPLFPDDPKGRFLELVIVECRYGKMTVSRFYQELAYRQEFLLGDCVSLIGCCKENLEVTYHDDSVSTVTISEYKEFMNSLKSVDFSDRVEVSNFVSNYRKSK
# CDK5 p35 inh – inhibitors of human CDK5/p35 kinase. inhibition, % at 10 µM. Recombinant CDK5/p35, ADP-Glo luminescence, 60 min. Q00535+Q15078. hit rate 0.01% among 330,000;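 active = highest replicate inhibition of at least 50% and at least 75% of replicates reaching 50%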;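 note: plate controls were DMSO neutral control for no effect and GW8510 at 10 µM for full effect; many of its hits are not listed in these tables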
# SR-BI uptake up – activators of SR-BI mediated HDL lipid uptake. CHO ldlA[mSR-BI] cells, DiI-HDL uptake fluorescence, 3 h; 100 = double the neutral-control signal. activation, % at 12.5 µM. hit rate 0.096% among 320,000. AID 504775;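 active = mean replicate activation of at least 60% and every replicate at or above 60%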;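 note: 0% = median plate neutral-control signal and 100% = twice that signal; values of inactives mirror those of a sister screen read the other way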
#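 Material – SR-BI-overexpressing, LDLR-lacking CHO cells · Medium – BSA-supplemented, HEPES-buffered Ham's F12, pH 7.4 · Doses – single concentration · Times – compound with DiI-HDL co-incubation, 3 h at 37 °C · Measured by – bottom-read fluorescence, 550/595 nm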
# HTR5A ag ctr – counter-screen for OPRM1-OPRD1 agonists: human HTR5A agonism; activation, % at 9.3 µM; HTR5A agonist assay, luminescence, cell-based; AID 504692; hit rate 0.61% among 340,000; P47898; in the data active = activation mostly above about 9.5%, no sharp cut-off; inactive = mostly below about 7.6%;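 note: 0% = cells with vehicle only and 100% = reference agonist; strong numbers were not always called active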
# Target sequence (P47898 whole entry, looked up): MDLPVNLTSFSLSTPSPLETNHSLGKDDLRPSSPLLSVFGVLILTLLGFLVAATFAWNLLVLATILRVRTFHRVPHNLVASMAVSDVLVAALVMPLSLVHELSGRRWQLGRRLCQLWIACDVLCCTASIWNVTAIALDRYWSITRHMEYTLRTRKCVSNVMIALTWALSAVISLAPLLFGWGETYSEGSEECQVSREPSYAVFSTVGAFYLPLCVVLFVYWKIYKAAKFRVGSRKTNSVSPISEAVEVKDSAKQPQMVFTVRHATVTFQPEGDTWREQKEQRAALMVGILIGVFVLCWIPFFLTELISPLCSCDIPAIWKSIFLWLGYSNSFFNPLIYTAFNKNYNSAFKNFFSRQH
# dFosB activator – enhances mouse delta FosB homodimer DNA binding; P13346; purified delta FosB, TAMRA-CDK5 oligo fluorescence polarization; percent of positive-control signal above neutral wells; activation, % at 25 µM; hit rate 0.99% among 340,000; AID 493131;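 active = mean activation above about 17%, with every replicate also reaching it, limit read from the data, passing the limit was not always enough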;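 note: fluorescence polarization rise as delta FosB binds a TAMRA Cdk5 AP-1 oligo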
# Target sequence (P13346 whole entry, looked up): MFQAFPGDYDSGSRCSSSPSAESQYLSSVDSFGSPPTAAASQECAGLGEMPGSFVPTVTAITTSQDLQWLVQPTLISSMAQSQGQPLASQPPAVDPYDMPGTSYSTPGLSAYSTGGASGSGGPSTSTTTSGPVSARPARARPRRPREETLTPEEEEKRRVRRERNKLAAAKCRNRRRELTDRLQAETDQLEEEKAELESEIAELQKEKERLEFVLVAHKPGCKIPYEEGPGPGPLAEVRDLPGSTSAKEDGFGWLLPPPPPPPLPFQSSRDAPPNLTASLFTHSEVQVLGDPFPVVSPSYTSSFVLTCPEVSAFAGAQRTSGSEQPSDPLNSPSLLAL
# * = called active by the depositor; x = not tested or not shown.
compound	SR-BI HDL uptake	Wnt act	PvdQ acylase	MITF act	cardiac RTF act	Rtt109 HAT inh	CDK5 p35 inh	SR-BI uptake up	HTR5A ag ctr	dFosB activator
CN(CC(=O)Nc1ccc(N2CCOCC2)cc1)CC(=O)Nc1cccc(C#N)c1	3	-3	10	-6	1	2	0.5	-3	5	-2
COc1ccc(-n2c(=S)[nH]c3cc(C(=O)NCc4ccco4)ccc3c2=O)c(OC)c1	23	x	9	4	-2	7	1.2	-23	-6	-10
Cc1ccc(S(=O)(=O)N2CCCCC2)cc1NC(=O)COc1ccccc1	24	-3	1	-11	2	-6	0.4	-24	-2	-4
CC(C)CNC(=O)c1c2c(nc3ccccc13)-c1ccccc1CC2	26	-2	-12	x	6	2	0.5	-26	1	-14
Cc1ccc(C(=O)Nc2nc3ccc(S(C)(=O)=O)cc3s2)cc1C	59	4	7	15	-5	8	0.5	-59	-3	-5
O=C(NCc1cccnc1)c1cccc(S(=O)(=O)NCc2ccccc2)c1	-8	0	-4	-1	8	-2	-0.7	8	-4	-8
CCOc1ccc(Cl)cc1C1=CC(=O)C[C@H](c2ccc(OC)cc2)C1	62	-15	-4	-15	-7	-3	-1.7	-62	-6	1
CCOC(=O)c1ccc(S(=O)(=O)N2CCN(C/C=C/c3ccccc3)CC2)cc1	0	-3	-12	6	-1	0	-4.0	0	1	-6
CS(=O)(=O)c1ccc2nc(NC(=O)C3CC(=O)N(c4ccc(F)cc4)C3)sc2c1 (stereo unspecified)	-14	-1	-9	-9	5	23	0.5	14	-3	-15
CCn1c(COc2ccccc2)nnc1SCC(=O)NC1CC1	-8	3	11	3	0	12	0.1	8	4	-6
COc1ccc(C(C(=O)NC2CCCC2)N(C(=O)c2ccco2)c2ccc(OC)c(OC)c2)cc1 (stereo unspecified)	-32	-1	-6	-9	6	-6	0.4	32	-2	-14
CC(=O)Nc1ccc(NC(=O)C(C)OC(=O)c2ccc3ccccc3n2)cc1 (stereo unspecified)	11	1	-9	-9	-5	-2	-0.3	-11	4	-1
O=C(CCCNC(=O)/C(=C\c1ccc(F)cc1)NC(=O)c1ccccc1)OCc1ccccc1	-11	x	7	5	3	11	-0.7	11	11	10
COc1ccc(NC(=O)C2CCN(C(=O)NC3CCCCC3)CC2)c(OC)c1	-11	6	-15	x	5	-3	0.0	11	4	8
c1ccc(-c2nnc(SCc3nc4ccccc4[nH]3)n2Cc2ccco2)cc1	-18	x	4	-3	-2	-2	0.5	18	-6	-15
CC(=O)N1c2ccc(S(=O)(=O)N3CCC(C(=O)Nc4ccc(C)cn4)CC3)cc2CC1C (stereo unspecified)	0	-2	-19	-3	0	9	1.1	0	-2	-2
O=C(CSc1nnc(-c2ccc(F)cc2)n1CC1CCCO1)NCc1ccco1 (stereo unspecified)	4	6	-11	-7	2	-9	-2.1	-4	6	6
COc1ccc(-c2nc(CSCC(=O)NCCCN3CCCC3=O)c(C)o2)cc1	10	-5	-12	-7	10	-10	-0.6	-10	-4	-5
Cc1cnn(C(=S)NCCc2ccccc2)c1	2	x	-9	x	8	6	0.2	-2	-1	-5
CCOC(=O)C1CCN(C(C(=O)Nc2ccc3c(c2)OCCO3)c2ccccc2)CC1 (stereo unspecified)	-8	x	-10	-4	0	-1	-1.9	8	4	4
Cc1ccccc1N(CC(=O)NC1CCCC1)C(=O)C1(C)CC(=O)N=C2C=CC=CN21 (stereo unspecified)	-24	x	-10	2	-7	-1	0.0	24	4	-2
O=C(N/N=C/c1ccc[nH]1)c1ccccc1O	19	5	4	32	-5	-6	0.2	-19	-1	-11
Cc1c(CC(=O)NC(C)C)c(=O)oc2cc3c(cc12)CCC(C)(C)O3	-26	20	-18	75	1	-5	-1.1	26	3	-9
Cc1ccc(N2C(=O)C(NC(=O)c3ccccc3)(C(F)(F)F)C3=C2CC(C)(C)CC3=O)cc1 (stereo unspecified)	-1	-2	-16	1	1	5	1.1	1	-2	-6
Cn1nc(C(=O)Nc2ccccc2)c2c1-c1ccccc1S(=O)(=O)C2	67	0	7	5	0	23	-0.5	x	5	-8
O=C(CCCOc1ccccc1)NC1CCCc2ccccc21 (stereo unspecified)	2	x	-4	-1	20	-1	-4.2	-2	0	-48
Cc1c(Cl)cccc1NC(=O)CSc1nnc(CCNC(=O)OC(C)(C)C)o1	17	-1	-9	1	4	4	-1.0	-17	2	-4
CC(C)CCNC(=O)c1cc(-c2cccs2)nc2ccccc12	26	2	-15	-5	7	3	0.8	-26	0	-6
COC(=O)c1ccc(NC(=O)C2CCN(S(C)(=O)=O)CC2)cc1	15	x	-14	x	10	x	-3.4	-15	1	-2
Cc1ccccc1NC(=S)/C(=C(\[O-])c1ccc(C)c([N+](=O)[O-])c1)[n+]1ccccc1	-6	0	-14	0	6	4	0.6	6	-2	-6

# (continued)
smiles | SR-BI HDL uptake | Wnt act | PvdQ acylase | MITF act | cardiac RTF act | Rtt109 HAT inh | CDK5 p35 inh | SR-BI uptake up | HTR5A ag ctr | dFosB activator
O=C(CNC(=O)C1COc2ccccc2O1)N/N=C/c1ccc(O)cc1O (stereo unspecified) | -24 | x | -5 | -44 | 2 | 1 | 0.3 | 24 | -6 | -4
O=C(c1cc([N+](=O)[O-])ccc1N1CCOCC1)N1CCOCC1 | -13 | x | 4 | -6 | 0 | 4 | -0.8 | 13 | -2 | 4
CN1CCc2cc(Cl)c(O)cc2[C@@H](c2ccccc2)C1 | -2 | -1 | -4 | 0 | -5 | -1 | -0.3 | 2 | 18 | 0
COc1cccc(C2=NOC(C(=O)Nc3ccc4c(c3)OCO4)C2)c1 (stereo unspecified) | -17 | 6 | -10 | -2 | 3 | -5 | -5.0 | 17 | -3 | -12
NC(=O)c1sc2nc3c(c(-c4ccco4)c2c1N)CCC3 | 5 | -9 | -6 | -5 | -7 | 7 | 1.3 | -5 | 4 | -20
O=C(CN1C(=O)NC2(CCCCCC2)C1=O)NCc1cccs1 | -10 | x | -12 | 8 | -5 | -4 | 0.4 | 10 | -1 | 1
CCCC(=O)OCCNC(=O)c1cc2ccccc2oc1=O | -11 | -1 | 16 | x | 5 | 7 | -2.5 | 11 | 3 | -5
O=C(CCS(=O)(=O)c1ccccc1)Nc1ccc(Cl)cn1 | 4 | 5 | -9 | 28 | 2 | -5 | 1.1 | -4 | -1 | 3
CC(C)c1ccc(N2C(=O)CC(NNC(=O)c3ccccc3Cl)C2=O)cc1 (stereo unspecified) | 2 | 0 | -6 | x | -5 | 8 | 0.3 | -2 | 3 | -6
COc1ccc(C(=O)c2c(-c3cccc(C)c3)oc3ccc(N4CCOCC4)cc23)cn1 | 24 | -3 | -11 | -3 | -3 | -3 | -0.4 | -24 | 3 | 6

# Gathered by group, the compounds so far containing a nitro group on carbon (2)
smiles | SR-BI HDL uptake | Wnt act | PvdQ acylase | MITF act | cardiac RTF act | Rtt109 HAT inh | CDK5 p35 inh | SR-BI uptake up | HTR5A ag ctr | dFosB activator
Cc1ccccc1NC(=S)/C(=C(\[O-])c1ccc(C)c([N+](=O)[O-])c1)[n+]1ccccc1 | -6 | 0 | -14 | 0 | 6 | 4 | 0.6 | 6 | -2 | -6
O=C(c1cc([N+](=O)[O-])ccc1N1CCOCC1)N1CCOCC1 | -13 | x | 4 | -6 | 0 | 4 | -0.8 | 13 | -2 | 4

# (list continues)
smiles | SR-BI HDL uptake | Wnt act | PvdQ acylase | MITF act | cardiac RTF act | Rtt109 HAT inh | CDK5 p35 inh | SR-BI uptake up | HTR5A ag ctr | dFosB activator
N#CC(c1ccccn1)(c1ncc(C(F)(F)F)cc1Cl)N1CCOCC1 (stereo unspecified) | -9 | x | -3 | 11 | -4 | 1 | -0.3 | 9 | -2 | 1
O=C(N/N=C/c1ccc2ncccc2c1)c1cc(-c2cccs2)nc2ccccc12 | 40 | -2 | -10 | 12 | 9 | -8 | -2.7 | -40 | 2 | 4
CN(C)S(=O)(=O)c1ccc(NC(=O)/C=C/c2ccccc2Cl)cc1 | 27 | 2 | -12 | 43 | -4 | -6 | 1.3 | -27 | 2 | -17
CCS(=O)(=O)N1CCCC(C(=O)NC2CCCCC2C)C1 (stereo unspecified) | 1 | x | 1 | 11 | 8 | -6 | -0.8 | -1 | -3 | 11
CCn1cc(C(=O)Nc2ncccc2O)c(=O)c2cc(F)c(N3CCN(C(=O)c4ccco4)CC3)cc21 | 18 | -2 | -7 | -12 | -4 | 2 | 0.5 | -18 | -4 | -8
O=C(O)Cc1c(C(=O)O)nnn1-c1ccc(Cl)cc1Cl | -14 | -3 | -10 | -6 | -4 | x | -1.1 | 14 | -1 | -4
O=C(Nn1c(C2CCC2)nc2ccccc2c1=O)c1cccs1 | -2 | 0 | -3 | -5 | -1 | x | 0.3 | 2 | -5 | 4
COc1ccc(CN(C(=O)c2cc(=O)c3cc(C)cc(C)c3o2)C2CCS(=O)(=O)C2)cc1 (stereo unspecified) | 16 | -3 | -10 | x | 2 | -9 | -0.6 | -16 | 2 | -28
COc1ccc(CN(CC(=O)NCc2ccccc2)C(=O)CCC(=O)Nc2cc(C)ccn2)cc1 | -11 | 2 | -9 | 3 | -4 | -4 | -0.1 | 11 | -2 | -2
C/C(=N\NC(=O)CSCc1ccc([N+](=O)[O-])cc1)c1cccc(Br)c1 | 17 | x | -11 | -9 | -4 | 4 | 1.7 | -17 | 11 | 1

# Ordered by value in MITF act (falling): some entries from above
molecule	MITF act
N#CC(c1ccccn1)(c1ncc(C(F)(F)F)cc1Cl)N1CCOCC1 (stereo unspecified)	11
COc1ccc(CN(CC(=O)NCc2ccccc2)C(=O)CCC(=O)Nc2cc(C)ccn2)cc1	3
C/C(=N\NC(=O)CSCc1ccc([N+](=O)[O-])cc1)c1cccc(Br)c1	-9

# (list continues)
smiles | SR-BI HDL uptake | Wnt act | PvdQ acylase | MITF act | cardiac RTF act | Rtt109 HAT inh | CDK5 p35 inh | SR-BI uptake up | HTR5A ag ctr | dFosB activator
CCN(c1cccc(C)c1)c1ncnc2nc[nH]c12 | -19 | -3 | -9 | 5 | -4 | -1 | 2.9 | 19 | 8 | -5
c1coc(CSCc2cn3cccnc3n2)c1 | x | x | 0 | 9 | -1 | -3 | -1.0 | x | 4 | -1
CCSc1nc(O)c(C2OC(=O)c3c2ccc(OC)c3OC)c(=O)n1CC (stereo unspecified) | -18 | 0 | -2 | -12 | 5 | -2 | -0.8 | 23 | 4 | 4
COc1ccc(OC)c(NC(=O)CSc2nnc(CNC(=O)c3ccccc3F)o2)c1 | 15 | -2 | 3 | -4 | -9 | 10 | 0.7 | -15 | 2 | -2
O=C(O)CCC(=O)Nc1ccc(SSc2ccc(NC(=O)CCC(=O)O)cc2)cc1 | -24 | 2 | -3 | x | -2 | -5 | -4.2 | 24 | 2 | 8

# Three entries from above, with values under each structure:
# Below each compound: SR-BI HDL uptake, Wnt act, PvdQ acylase, MITF act, cardiac RTF act, Rtt109 HAT inh, CDK5 p35 inh, SR-BI uptake up, HTR5A ag ctr, dFosB activator
CC(C)CNC(=O)c1c2c(nc3ccccc13)-c1ccccc1CC2
 : 26, -2, -12, x, 6, 2, 0.5, -26, 1, -14
Cc1ccc(C(=O)Nc2nc3ccc(S(C)(=O)=O)cc3s2)cc1C
 : 59, 4, 7, 15, -5, 8, 0.5, -59, -3, -5
O=C(NCc1cccnc1)c1cccc(S(=O)(=O)NCc2ccccc2)c1
 : -8, 0, -4, -1, 8, -2, -0.7, 8, -4, -8

# No enrichment for hits; about 4.4% have a hit in one of these screens.
